Screening results from PubChem.
HCT116 bCat-KO – beta-catenin-lacking colon tumor cell growth suppression; HCT116 beta-catenin knockout viability, CellTiter-Glo, 60 h; hits give low values; viability, % at 10 µM; 1.5% of 140,000 active;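 active = viability at or under a set limit, the compound median less 4 SD, cut at about 6% in these data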;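 also: 0% = Hyamine 1622 control at 20 µM and 100% = untreated cell control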
Yeast lifespan up – yeast lifespan extension. 0.68% of 130,000 active. inhibition of the nicotinamide effect, % at 10 µM. S. cerevisiae growth with nicotinamide, OD615; deaD strain in restrictive glucose medium;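 active = inhibition above a set limit, placed 3 SD over the median of all compounds, cut at about 26% in these data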;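 also: 0% = nicotinamide-treated wells and 100% = cells grown without nicotinamide; some compounds called inactive have numbers as strong as hits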
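assay system = DeaD-strain S. cerevisiae | buffer or medium = restrictive glucose medium | reagent = 1.5 mM nicotinamide | compound = 10 µM single point, 0.25% DMSO | incubation = 48 h compound exposure at 30 °C, humidified | signal = OD615 measurement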
E-sel TNF inh – TNF alpha driven E-selectin expression inhibition. HUVEC TNFa-induced E-selectin immunofluorescence, high content. inhibition, % at 2 µM. 0.71% of 120,000 active. AID 1246;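 active = inhibition above the batch mean plus 3 SD, and confirmed as a hit on visual image review, cut at about 43% in these data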;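 also: 0% = TNF-stimulated DMSO wells and 100% = unstimulated control wells; not every result past the cut was called active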
GALR2 antag – blocks the human galanin receptor 2. GALR2-expressing cells, antagonist mode. inhibition, % at 4 µM. 0.39% of 140,000 active. AID 828; in the data active = inhibition above about 27%;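 also: cells stimulated with galanin 1-16 at roughly its EC80; 0% = agonist challenge control and 100% = basal control without agonist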
Target sequence (O43603 whole entry, looked up): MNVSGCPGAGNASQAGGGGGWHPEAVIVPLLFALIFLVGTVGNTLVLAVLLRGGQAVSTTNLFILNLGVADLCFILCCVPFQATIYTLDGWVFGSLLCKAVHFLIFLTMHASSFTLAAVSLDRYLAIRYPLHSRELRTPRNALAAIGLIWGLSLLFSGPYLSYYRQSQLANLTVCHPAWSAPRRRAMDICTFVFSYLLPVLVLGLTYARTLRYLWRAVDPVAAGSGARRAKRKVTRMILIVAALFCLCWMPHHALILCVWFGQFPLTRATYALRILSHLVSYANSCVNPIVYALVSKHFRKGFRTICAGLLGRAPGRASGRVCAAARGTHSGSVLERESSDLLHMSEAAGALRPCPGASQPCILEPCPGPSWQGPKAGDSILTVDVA
HCT116 PTEN-null – suppresses growth of cells with PTEN deletion; HCT116 PTEN-null viability, CellTiter-Glo, 60 h; hits give low values; viability, % at 10 µM; 1.2% of 140,000 active;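 active = viability at or below a set limit, 4 SD under the median of all tested compounds, cut at about 3.7% in these data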;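 also: PTEN knockout HCT116 line with beta catenin targeted HCT116 as companion control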
Measles CPE – protection of cells from measles virus; Measles virus-infected cells, CPE protection, absorbance; protection (pct of control), % at 4 µM; 1.5% of 140,000 active; in the data active = protection mostly above about 24%, no sharp cut-off; inactive = mostly below about 26%; also: some compounds called inactive have numbers as strong as hits
Yeast growth inh – chemicals that inhibit yeast BB579 growth in restrictive medium (lifespan-shortening candidates) | S. cerevisiae BB579 growth, OD615, 48 h | inhibition, % at 10 µM | 0.51% of 140,000 active | AID 804;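 active = inhibition above a set limit, 3 SD over the mean compound inhibition, cut at about 44% in these data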; also: inactives centre near -24
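Test system: S. cerevisiae DeaD strain BB579 yeast; Medium: restrictive CSMM-D medium; Compound: one dose, 10 µM compound with 0.25% DMSO; Incubation: 4 h cell preincubation, 48 h compound exposure, 30 °C humidified; Signal: OD at 615 nm; Benchmarks: amphotericin B at 10 µg/mL as positive control.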
MRP-1 activ – activators of MRP-1; H69AR cells + doxorubicin, viability rescue, CellTiter-Glo; 0.61% of 140,000 active; viability increase, % at 10 µM;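 active = viability gain under doxorubicin at or above a set limit, the compound median plus 3 SD, cut at about 4.7% in these data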;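 also: MRP-1 overexpressing cells given doxorubicin 25 µM after compound pretreatment; 18-22 h compound pretreatment then 72 h with doxorubicin before readout; 0% = doxorubicin-only wells and 100% = vehicle-treated cells without doxorubicin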
NPY-Y2 antag – NPY-Y2 (human) receptor antagonism; NPY-Y2 expressing cells, antagonist mode; P49146; inhibition, % at 2.7 µM; 0.99% of 140,000 active; AID 793; in the data active = inhibition above about 17%;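 also: 0% = vehicle with agonist challenge and 100% = reference antagonist with challenge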
Target sequence (P49146 whole entry, looked up): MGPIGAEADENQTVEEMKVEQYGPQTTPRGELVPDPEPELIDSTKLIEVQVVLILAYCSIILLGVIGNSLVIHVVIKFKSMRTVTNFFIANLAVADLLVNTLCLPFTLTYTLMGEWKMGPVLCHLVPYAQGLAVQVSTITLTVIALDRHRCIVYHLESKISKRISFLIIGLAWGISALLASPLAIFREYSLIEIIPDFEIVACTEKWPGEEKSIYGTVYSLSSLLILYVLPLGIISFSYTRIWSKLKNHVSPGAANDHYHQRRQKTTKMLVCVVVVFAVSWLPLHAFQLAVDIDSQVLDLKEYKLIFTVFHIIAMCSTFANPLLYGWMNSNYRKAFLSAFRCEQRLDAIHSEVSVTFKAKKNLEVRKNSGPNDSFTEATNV
Phagocyt inh – inhibitors of macrophage phagocytosis. inhibition, % at 5 µM. J774A.1 macrophage IgG-bead phagocytosis, imaging. 0.07% of 110,000 active;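 active = inhibition above the mean of the plate negative controls plus 5 SD, cut at about 13% in these data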;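 also: phagocytic index as fraction of beads internalized from green versus red external bead signal; plate controls were DMSO negative control for no effect and cytochalasin-D positive control for full effect; some results beyond the cut were filed as inactive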
* = called active by the depositor; nt = not tested or not shown. Random draw from the library. Share with any hit: about 6.3%.

SMILES	HCT116 bCat-KO	Yeast lifespan up	E-sel TNF inh	GALR2 antag	HCT116 PTEN-null	Measles CPE	Yeast growth inh	MRP-1 activ	NPY-Y2 antag	Phagocyt inh
COc1cc(/C=N/O)ccc1OCc1ccc(C(=O)O)cc1	94.6	-8.0	-26.1	15.6	106.9	1.2	-17.1	-2.0	0.3	nt
COCCN1Cc2cccc(C(=O)Nc3cccc(OC)c3)c2C1=O	114.5	-31.4	nt	-10.9	91.9	22.9	-8.7	1.5	2.2	-0.2
CCOC(=O)c1nn(-c2ccccc2)c2nnc(Cc3ccc(Cl)cc3)c(=O)n12	96.0	9.6	19.5	2.0	101.0	3.8	4.7	-0.9	3.0	-1.6
CCN=C1S/C(=C\c2cn(C(C)=O)nc2-c2ccccc2)C(=O)N1CC	84.3	nt	-17.1	-6.9	75.7	5.2	-61.1	-4.7	4.2	nt
C/C(=N\NC(=O)NC1CCCCC1)C1CCCCC1	87.6	5.7	-2.1	1.6	103.0	6.9	-23.2	-1.5	1.8	0.5
CC(C)NC(=O)c1ccc(-c2ccccc2C(F)(F)F)o1	96.7	-10.5	-16.8	-3.7	86.1	12.0	-38.3	-0.6	1.7	-0.7
CCCCCCC/C(C)=N/NC(=O)CC(=O)NCCc1ccccc1	95.8	-3.4	13.9	5.7	103.8	34.9	-34.7	-0.5	1.4	nt
Cc1cc(C(=O)CNCc2ccco2)c(C)n1-c1ccc(F)cc1	40.7	-5.2	-50.1	-5.2	66.0	2.0	-72.5	-2.1	2.2	1.5
COc1ccc(S(=O)(=O)N(C)CC(=O)N2CCN(Cc3ccccc3)CC2)cc1C	81.4	3.4	14.8	12.3	97.2	5.5	0.2	-0.2	-0.9	-1.2
COCc1nc2ccccc2n1Cc1ccc(Br)cc1	73.5	-8.7	-16.7	3.0	62.8	5.5	-46.6	-2.6	3.5	0.0
CCOC(=O)C1=C(C)NC(=O)NC1c1ccc(OCC(=O)OC)c(OC)c1 (stereo not given)	94.2	-1.7	-14.7	12.6	102.2	8.5	-26.4	-1.6	1.0	-1.7
CNC(=O)c1nn(-c2ccc(C)cc2)ccc1=O	98.0	-4.9	13.5	-8.2	89.4	43.0*	-45.8	-2.2	0.2	1.1
COCCCNC(=O)c1c(N)n(/N=C/c2ccccn2)c2nc3ccccc3nc12	66.6	-26.1	7.2	-0.8	81.3	6.0	-21.4	-1.1	4.3	nt
CCC(C)NC(=O)c1cnc2n(c1=O)CCS2 (stereo not given)	102.1	-6.8	-4.0	3.3	106.9	10.5	-6.5	-1.9	1.4	0.3
O=C(NNS(=O)(=O)c1ccccc1)C(O)(c1ccccc1)c1ccccc1	91.8	1.1	nt	-7.3	88.1	63.2*	0.5	-2.1	4.0	nt
NC(=O)c1nn(-c2ccccc2)nc1NC(=O)Cn1nnc(-c2ccccc2)n1	76.4	-3.6	nt	-2.1	81.7	10.9	-22.1	-0.1	5.5	-3.6
O=C(O)CSc1ncccc1C(=O)O	98.2	2.1	-22.2	7.6	105.4	23.1	-19.0	-1.7	3.5	1.8
Cc1nc2ccc(S(=O)(=O)NCC(=O)N3CCc4ccccc4C3)cc2s1	98.8	-22.9	-71.2	16.4	79.4	4.4	-25.9	-2.5	5.3	-1.2
CCCCNC(=O)c1cc(-c2ccc(F)cc2)on1	51.3	-8.6	7.7	-1.8	56.5	5.8	2.4	-5.0	3.6	nt
S=C(NCc1ccncc1)Nc1ccc(Cl)c(Cl)c1	84.4	1.7	nt	3.0	86.4	23.5	-23.4	-4.0	1.2	-2.1
CCCNC(=O)N[C@@H](CCSC)C(=O)OC	91.2	-6.2	-22.1	-5.3	83.7	0.4	-45.0	-0.5	2.6	-0.4
Cc1cc(C(=O)Nc2ccc(S(=O)(=O)N3CCCC3)cc2)cs1	67.4	-17.3	1.9	-3.7	68.2	52.9*	-15.3	-2.7	0.8	-4.3
Cc1ccccc1N(CC(=O)NC1CCCC1)C(=O)C1(C)CC(=O)N=C2C=CC=CN21 (stereo not given)	89.8	nt	-12.5	6.4	93.8	7.7	7.5	-0.7	1.1	nt
CC(C)(C)NC(=O)COC(=O)c1cncc(Br)c1	95.6	-13.0	nt	-3.6	109.9	14.6	-23.2	0.0	-0.1	nt
CSc1nnnn1-c1ccc(C(=O)O)cc1	103.8	-3.8	-5.2	3.4	109.0	15.3	-23.9	-1.1	0.6	-1.8
COc1cc(OC)cc(C(=O)N2CCCc3ccccc32)c1	91.0	-0.4	nt	-1.0	90.2	4.3	-23.1	-3.7	6.1	-3.3
CCN(C(=O)c1ccc(NC(C)=O)cc1)c1ccccc1	84.5	-8.6	nt	-11.7	88.7	2.3	-6.6	-0.5	4.0	0.1
COC(=O)c1ccc(COC(=O)C(CCS(C)(=O)=O)N2C(=O)c3ccccc3C2=O)cc1 (stereo not given)	96.9	2.5	-5.5	12.6	88.8	3.4	-23.5	-0.6	1.0	0.8
CCOC(=O)c1c(N)n(CCOC(=O)c2cccs2)c2nc3ccccc3nc12	82.4	-18.4	7.3	8.0	70.2	7.6	-15.5	-2.2	-2.9	0.5
CC1Cc2ccccc2N1C(=O)CN1C(=O)COc2ccccc21 (stereo not given)	92.6	-6.5	13.1	-0.6	94.8	7.8	-32.0	-1.7	3.2	nt
O=C(CSc1ccc(Cl)cc1)NCC1CCCO1 (stereo not given)	100.7	-4.0	7.8	-1.7	100.4	5.5	-1.6	-1.8	2.2	0.4
CCCC(=O)Nc1nc(-c2ccc(OC)cc2)cs1	98.9	-10.9	-3.0	-1.9	93.2	4.6	-20.3	1.5	6.3	0.4
Cc1ccc(SCc2[nH]nc3c2C2(C(=O)Nc4ccc([N+](=O)[O-])cc42)C(C#N)=C(N)O3)cc1 (stereo not given)	77.1	-7.8	-41.2	0.9	83.2	17.4	-34.6	-2.1	2.4	-3.4
CN1CCN(C(=O)c2cc3nc(-c4ccccc4)cc(C(F)(F)F)n3n2)CC1	89.6	-16.5	-3.3	-11.1	80.7	6.7	7.0	-0.1	1.8	-1.1
CCOc1ccc(C(=O)N/N=C/c2cc(Cl)ccc2[N+](=O)[O-])cc1	61.0	-4.6	nt	5.9	61.9	12.2	-5.9	-3.0	0.3	-1.5
Cc1ccc2cc(C(c3nnnn3C3CCCC3)N(Cc3ccco3)Cc3cccs3)c(=O)[nH]c2c1 (stereo not given)	65.9	-8.5	-2.5	-3.5	61.4	4.4	-57.0	-0.9	5.4	-0.6
CC(/C=N/NC(=O)c1cc(C(C)(C)C)[nH]n1)=C\c1ccccc1	56.5	0.5	-55.9	6.5	71.1	4.2	7.6	-0.5	2.8	-1.1
O=C(COC(=O)c1cccnc1Cl)Nc1nc(-c2ccccc2)cs1	94.6	-6.8	16.2	-1.5	97.5	5.5	-18.4	2.5	3.9	-1.5
COc1ccc(/C=N/NC(=O)COc2ccc3ccccc3c2)c(C(=O)O)c1OC	97.0	-5.7	nt	0.4	94.7	15.7	-10.6	1.2	2.7	-8.6
Cc1sc2nc(C3CCCCC3)nc(SCC(=O)N3CC(=O)Nc4ccccc43)c2c1C	41.1	0.3	0.0	7.0	44.6	3.1	-29.3	3.2	2.6	nt
C/C(=N\NC(=O)CNc1cccc(C(F)(F)F)c1)c1cccc(Br)c1	88.7	-5.1	-20.1	2.1	81.1	6.5	-32.6	3.6	3.3	-3.9
COCC(=O)NC(C)c1nc2ccccc2[nH]1 (stereo not given)	95.9	1.1	26.1	20.8	103.7	3.6	-56.9	-0.9	1.1	-0.3
NC(=O)c1ccc(C(F)(F)F)n(Cc2c(Cl)cccc2Cl)c1=O	94.1	-4.5	-47.1	-4.8	86.2	5.9	-17.6	-4.4	8.9	2.9
O=C1CC(c2ccccc2)CC(O)=C1C=NC1CCCCC1 (stereo not given)	87.8	-2.2	-37.4	3.8	81.0	1.5	-14.2	-0.8	1.9	-1.0
COc1ccc(OC)c(N(CC(=O)Nc2cccnc2)S(=O)(=O)c2ccc(C)cc2)c1	48.9	21.2	-3.9	-7.2	33.0	4.9	-39.7	-1.9	-0.4	0.4
COc1ccc(NC(=O)c2cc(-c3cccnc3)nc3c(C)c(C)ccc23)c(OC)c1	45.7	-11.1	-60.5	-11.9	55.4	4.8	-56.2	1.2	3.2	nt
CCOC(=O)c1ccccc1-c1csc(NS(=O)(=O)c2ccc(Cl)cc2)n1	93.3	6.5	-14.2	-0.9	97.5	9.4	-41.2	-0.3	7.3	0.3
CCC(=O)Nc1cccc(C(=O)c2ccccc2)c1	96.0	-13.7	-5.0	-9.1	95.7	2.4	-13.3	-0.7	1.2	0.9
Cc1n[nH]c(=O)n1-c1cccc(C(F)(F)F)c1	91.2	74.8*	3.7	-2.8	100.6	10.8	-10.5	-1.0	-0.6	nt
CCCN(CCC)CCNC(=O)C1CCN(Cc2nc(-c3ccc(Cl)cc3)oc2C)CC1	2.2*	-12.5	-8.2	12.8	2.2*	nt	-66.5	-3.1	13.3	-2.5
O=C1CC(C(F)(F)C(F)(F)C(F)(F)C(F)F)=Nc2ccccc2N1	92.6	-6.3	nt	6.3	95.5	1.5	-38.4	-1.0	3.7	-0.9
CC(=O)c1ccc(NC(=O)Nc2ccccc2)cc1	89.3	-17.1	-0.6	4.5	93.6	16.0	-22.2	0.7	-1.6	nt
CCc1ccc(S(=O)(=O)NCc2cn3ccsc3n2)s1	95.5	-3.8	-57.7	10.3	95.7	3.7	18.0	-2.6	-1.1	-4.8
CCn1c(SCC(=O)NCC2CCCO2)nnc1-c1ccccc1 (stereo not given)	94.7	-8.0	-18.3	7.6	103.5	4.5	-31.8	0.0	3.5	-0.4
COc1ccc(CCNC(=O)C(C)OC(=O)c2ccco2)cc1OC (stereo not given)	84.9	-11.8	-7.9	-8.8	89.2	-0.2	5.9	-0.3	0.1	-0.8
Cc1cc(=O)oc(C)c1C(=O)Nc1cccc2ccccc12	110.5	-8.8	17.7	-7.7	114.9	7.3	-70.5	-0.1	0.2	0.3

Part of the list above, with each value named:
COCC(=O)NC(C)c1nc2ccccc2[nH]1 (stereo not given)
  HCT116 bCat-KO: 95.9
  Yeast lifespan up: 1.1
  E-sel TNF inh: 26.1
  GALR2 antag: 20.8
  HCT116 PTEN-null: 103.7
  Measles CPE: 3.6
  Yeast growth inh: -56.9
  MRP-1 activ: -0.9
  NPY-Y2 antag: 1.1
  Phagocyt inh: -0.3
NC(=O)c1ccc(C(F)(F)F)n(Cc2c(Cl)cccc2Cl)c1=O
  HCT116 bCat-KO: 94.1
  Yeast lifespan up: -4.5
  E-sel TNF inh: -47.1
  GALR2 antag: -4.8
  HCT116 PTEN-null: 86.2
  Measles CPE: 5.9
  Yeast growth inh: -17.6
  MRP-1 activ: -4.4
  NPY-Y2 antag: 8.9
  Phagocyt inh: 2.9
